Bioassay records deposited in PubChem BioAssay by several laboratories.
Glyco luc inh = blocks N-linked glycosylation in D54 reporter cells. hit rate 0.23% among 360,000. AID 588692. reporter increase, % at 12.5 µM. D54 ERlucT glycosylation luciferase reporter, 24 h; percent of 100 nM tunicamycin response;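 active means mean luciferase reporter signal, scaled so untreated is 0 and the glycosylation-blocking control 100, at or above a set limit in every replicate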;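 further: luciferase carries N-glycosylation sites so blocking glycosylation raises the light; 0% = median of neutral control wells and 100% = median of 100 nM tunicamycin wells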
m5-HT2A agonist = mouse HTR2A agonism via beta-arrestin recruitment | AID 624169 | CHO-K1 mHTR2A beta-arrestin complementation, luminescence; percent of 30 µM serotonin response | activation, % at 7.6 µM | hit rate 0.66% among 360,000 | P35363;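 active means activation above a run cutoff, the mean activation of all tested compounds plus 3 SD, cut at about 14% in these data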;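 further: 0% = plate median of compound wells and 100% = 30 µM serotonin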
Cardio protect = myocardial damage modulation in H9c2 cells. protection from H2O2 cell death, % at 20 µM. hit rate 0.63% among 360,000. H9c2 cardiomyocytes, H2O2 injury protection, ATPLite, 2 h. AID 588492;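 active means compounds giving at least 50% protection of heart cells from peroxide-induced death in the single-dose screen, raw or plate-pattern-corrected value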;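 further: 0% = DMSO wells with peroxide and 100% = DMSO wells without peroxide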
Granule exo inh = lytic granule exocytosis inhibition. inhibition, % at 10 µM. TALL-104 LAMP-1 surface exposure, flow cytometry; cells stimulated with thapsigargin and PMA. hit rate 0.66% among 360,000;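 active means inhibition above about 55%, limit read from the data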
ABHD5-PLIN5 inh = inhibitors of human ABHD5-perilipin-5 interaction | inhibition, % at 4 µM | hit rate 0.78% among 360,000 | Split G. princeps luciferase complementation, luminescence, 4 h;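 active means inhibition above the mean inhibition across every tested compound plus 3 SD, cut at about 22% in these data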;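 further: 0% = DMSO only wells and the 100% control is not disclosed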
MC4R antagonist = human MC4R antagonism in cAMP assay; MC4R-expressing cells, MTII-stimulated cAMP, LANCE TR-FRET; inhibition, % at 6.5 µM; hit rate 0.48% among 360,000; AID 540295;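 active means inhibition above its plate's cutoff, the mean of tested wells on that plate plus 3 SD, cut at about 29% in these data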;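 further: 0% = Melanotan II alone and 100% = Melanotan II plus saturating MCL0020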
Target sequence (P32245 whole entry, looked up): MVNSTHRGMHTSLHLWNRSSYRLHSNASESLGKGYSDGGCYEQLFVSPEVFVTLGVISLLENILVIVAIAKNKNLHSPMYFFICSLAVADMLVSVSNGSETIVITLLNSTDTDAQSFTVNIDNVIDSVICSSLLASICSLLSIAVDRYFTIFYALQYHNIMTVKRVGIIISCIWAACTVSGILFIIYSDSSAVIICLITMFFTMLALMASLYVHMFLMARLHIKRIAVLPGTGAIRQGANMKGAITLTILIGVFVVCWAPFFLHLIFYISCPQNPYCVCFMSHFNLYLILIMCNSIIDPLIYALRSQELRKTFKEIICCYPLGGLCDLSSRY
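Material – human MC4R-expressing U2OS cells · Repeats – no replicates · Detection – TR-FRET with Eu-cAMP and labeled anti-cAMP, 671 nm · Times – compound 30 min, challenge 1 h, detection 1 h · Compound – single nominal compound dose of 6.5 µM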
MC4R barr agon = activates human MC4R beta-arrestin recruitment; P32245; U2OS MC4R beta-arrestin complementation, luminescence; percent of melanotan II response, DMSO zero; activation, % at 8.9 µM; hit rate 0.98% among 360,000;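 active means activation above a per-plate cutoff, the mean activation of sample wells on that plate plus 3 SD, cut at about 8% in these data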
CaV13 ICDI inh = Disruptors of the CACNA1D IQ motif to Ca2+-dependent inactivation inhibitor domain association, primary screening, Förster resonance energy transfer in intact living …; HEK cells, CFP/YFP FRET ICDI-IQ, plate reader, 10 min; percent FRET-ratio fall versus neutral wells; inhibition, % at 12.3 µM; hit rate 0.098% among 340,000;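 active means mean replicate inhibition of at least 30% and at least 1% of replicates passing that level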;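 further: 0% = median of the neutral control wells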
PDI turbidity = PDI (human) enzyme inhibition; P07237; PDI insulin aggregation turbidity, A650, 90 min; inhibition, % at 10 µM; hit rate 0.052% among 350,000;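 active means mean inhibition across replicates of 30% or more, whatever share of single replicates reach that level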;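 further: absorbance from insulin aggregation driven by PDI reduction with DTT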
Target sequence (P07237 whole entry, looked up): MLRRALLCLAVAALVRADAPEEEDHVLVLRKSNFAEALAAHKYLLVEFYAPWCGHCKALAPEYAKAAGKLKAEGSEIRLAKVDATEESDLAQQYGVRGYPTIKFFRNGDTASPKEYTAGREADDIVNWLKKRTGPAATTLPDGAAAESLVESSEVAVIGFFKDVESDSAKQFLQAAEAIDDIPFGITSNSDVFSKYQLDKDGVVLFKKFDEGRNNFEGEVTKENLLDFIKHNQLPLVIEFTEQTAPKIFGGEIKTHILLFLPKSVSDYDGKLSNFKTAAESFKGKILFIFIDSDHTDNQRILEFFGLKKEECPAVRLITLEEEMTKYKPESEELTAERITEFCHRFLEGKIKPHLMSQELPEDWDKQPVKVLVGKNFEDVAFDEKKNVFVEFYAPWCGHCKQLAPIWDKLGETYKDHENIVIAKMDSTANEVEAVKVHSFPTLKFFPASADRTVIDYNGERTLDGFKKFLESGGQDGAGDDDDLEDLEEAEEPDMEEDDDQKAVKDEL
ABCB6 inh MLPCN = blocks the human ABCB6 transporter; Q9NP58; K562-ABCB6 porphyrin accumulation, flow cytometry, 1 h; stronger effect = lower value; fluorescence ratio to DMSO, % at 10 µM; hit rate 0.19% among 360,000; AID 602162;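 active means fluorescence ratio to DMSO below 75%, the collection mean minus 3 SD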;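 further: signal is porphyrin accumulated inside mitochondria; 100% equals median channel fluorescence of DMSO control wells; lower ratio means ABCB6 inhibition with less porphyrin fluorescence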
An asterisk follows results filed as active.

Screening CCOc1ccc(S(=O)(=O)N(CC(=O)O)c2ccccc2)cc1 returned Glyco luc inh 3, m5-HT2A agonist 11, Cardio protect 4, Granule exo inh -3, ABHD5-PLIN5 inh -11, MC4R antagonist 3, MC4R barr agon -1.3, PDI turbidity -1 and ABCB6 inh MLPCN 94.
`c1ccc(-c2cc3c(-n4cccc4)ncnc3o2)cc1` gave Glyco luc inh 2, m5-HT2A agonist 0, Cardio protect 6, Granule exo inh 0, ABHD5-PLIN5 inh -8, MC4R antagonist 3, MC4R barr agon 2.6, CaV13 ICDI inh -7, PDI turbidity -7 and ABCB6 inh MLPCN 137.
Cc1cc(Br)cn2c(Cc3ccsc3)c(-c3ccc(C#N)cc3)nc12 was read as Glyco luc inh 3, m5-HT2A agonist 8, Cardio protect 6, Granule exo inh -5, ABHD5-PLIN5 inh -5 and ABCB6 inh MLPCN 106.
`CC1=CCC2C(=O)N(c3ccc(N4CCOCC4)cc3)C(=O)C2C1` (stereo unspecified) gave Glyco luc inh 0, m5-HT2A agonist 2, Cardio protect 7, Granule exo inh -6, ABHD5-PLIN5 inh 6, MC4R antagonist 6, MC4R barr agon 1.6, CaV13 ICDI inh -19, PDI turbidity 5 and ABCB6 inh MLPCN 95.
Screening CCC(=O)N1CCN(c2ccccc2NC(=O)COc2cccc(C)c2)CC1 returned Glyco luc inh -2, m5-HT2A agonist -2, Cardio protect 25, Granule exo inh -1, ABHD5-PLIN5 inh -4, MC4R antagonist 5, MC4R barr agon -2.0, CaV13 ICDI inh -5, PDI turbidity 13 and ABCB6 inh MLPCN 98.
CCCCc1nc(NCc2ccccc2)c(C#N)c2c1COC(C)(C)C2 was read as Glyco luc inh 0, m5-HT2A agonist -3, Cardio protect -1, Granule exo inh 0, ABHD5-PLIN5 inh -1, MC4R antagonist 6, MC4R barr agon 0.9, CaV13 ICDI inh -3, PDI turbidity 0 and ABCB6 inh MLPCN 93.
For COc1cc(NC(=O)CCCc2c[nH]c3ccccc23)cc(OC)c1 the results were Glyco luc inh 1, m5-HT2A agonist -3, Cardio protect 7, Granule exo inh 0, ABHD5-PLIN5 inh -6, MC4R antagonist -8, MC4R barr agon 1.6, CaV13 ICDI inh -3, PDI turbidity -5 and ABCB6 inh MLPCN 103.
`CCN1CCN(c2nc3c(C)cccn3c(=O)c2/C=C(\C#N)C(=O)NC)CC1` gave Glyco luc inh 1, m5-HT2A agonist 0, Cardio protect 3, Granule exo inh -4, ABHD5-PLIN5 inh 5, MC4R antagonist -3, MC4R barr agon -0.1, CaV13 ICDI inh -24, PDI turbidity 1 and ABCB6 inh MLPCN 104.
Screening Cc1c(Cl)cccc1Nc1ccccc1C(=O)O returned Glyco luc inh -2, m5-HT2A agonist 1, Cardio protect -6, Granule exo inh -13, ABHD5-PLIN5 inh 8, MC4R antagonist -2, MC4R barr agon -0.6, CaV13 ICDI inh -4, PDI turbidity -10 and ABCB6 inh MLPCN 99.
`Cc1cccc(NC(=O)NNC(=O)COc2ccc(Cl)cc2)c1` gave Glyco luc inh 3, m5-HT2A agonist -4, Cardio protect 5, Granule exo inh -1, ABHD5-PLIN5 inh -1, MC4R antagonist -1, MC4R barr agon 2.6, CaV13 ICDI inh -5, PDI turbidity -2 and ABCB6 inh MLPCN 98.
COc1ccc2[nH]c3c(c2c1)CCN1C(=O)C(CC(=O)NCCc2ccccn2)C[C@H](C(=O)N(C(C)C)C(C)C)[C@@]31C (stereo partly specified) was read as Glyco luc inh 5, m5-HT2A agonist 7, Cardio protect -7, Granule exo inh 0, ABHD5-PLIN5 inh 3, MC4R antagonist -1, MC4R barr agon -1.7, CaV13 ICDI inh -5, PDI turbidity -3 and ABCB6 inh MLPCN 99.
Screening O=C(CN1CCN(S(=O)(=O)c2ccc(Br)cc2)CC1)Nc1ccc2c(c1)OCCO2 returned Glyco luc inh -2, m5-HT2A agonist 1, Cardio protect -15, Granule exo inh 2, ABHD5-PLIN5 inh 9, MC4R antagonist 5, MC4R barr agon -0.1, CaV13 ICDI inh -5, PDI turbidity -13 and ABCB6 inh MLPCN 92.

By substructure, those above with four or more nitrogen atoms
`CCN1CCN(c2nc3c(C)cccn3c(=O)c2/C=C(\C#N)C(=O)NC)CC1` gave Glyco luc inh 1, m5-HT2A agonist 0, Cardio protect 3, Granule exo inh -4, ABHD5-PLIN5 inh 5, MC4R antagonist -3, MC4R barr agon -0.1, CaV13 ICDI inh -24, PDI turbidity 1 and ABCB6 inh MLPCN 104.
COc1ccc2[nH]c3c(c2c1)CCN1C(=O)C(CC(=O)NCCc2ccccn2)C[C@H](C(=O)N(C(C)C)C(C)C)[C@@]31C (stereo partly specified) was read as Glyco luc inh 5, m5-HT2A agonist 7, Cardio protect -7, Granule exo inh 0, ABHD5-PLIN5 inh 3, MC4R antagonist -1, MC4R barr agon -1.7, CaV13 ICDI inh -5, PDI turbidity -3 and ABCB6 inh MLPCN 99.

Other records:
Screening COc1ccc2nc(NC(=O)CN3C(=O)NC4(CCCC4)C3=O)sc2c1 returned Glyco luc inh 0, m5-HT2A agonist 5, Cardio protect -7, Granule exo inh -6, ABHD5-PLIN5 inh 0, MC4R antagonist 8, MC4R barr agon -2.9, CaV13 ICDI inh -14, PDI turbidity 1 and ABCB6 inh MLPCN 99.
`CC(C)(C)C(=O)Nc1cccc(-c2nc3ccccc3c(=O)o2)c1` gave Glyco luc inh 0, m5-HT2A agonist 3, Cardio protect -11, Granule exo inh 7, ABHD5-PLIN5 inh 8, MC4R antagonist 7, MC4R barr agon 1.6, CaV13 ICDI inh -8, PDI turbidity -8 and ABCB6 inh MLPCN 107.
`COc1ccc(C(C)=O)cc1COc1ccc([N+](=O)[O-])c(C)c1` gave Glyco luc inh -5, m5-HT2A agonist 2, Cardio protect 12, Granule exo inh -1, ABHD5-PLIN5 inh 3, MC4R antagonist -6, MC4R barr agon 0.3, CaV13 ICDI inh -4, PDI turbidity 6 and ABCB6 inh MLPCN 103.
`O=c1[nH]c(SCc2ccc(F)cc2)nc2c1cnn2-c1ccc(F)cc1` gave Glyco luc inh 2, m5-HT2A agonist 4, Cardio protect -3, Granule exo inh 4, ABHD5-PLIN5 inh 4, MC4R antagonist -7, MC4R barr agon 2.3, CaV13 ICDI inh -5, PDI turbidity -8 and ABCB6 inh MLPCN 95.
Screening Cc1[nH]n(-c2ccc([N+](=O)[O-])cc2)c(=O)c1C=NCC1CCCO1 (stereo unspecified) returned Glyco luc inh 0, m5-HT2A agonist 1, Cardio protect -4, Granule exo inh 0, ABHD5-PLIN5 inh -3, MC4R antagonist -4, MC4R barr agon 0.0, CaV13 ICDI inh 3, PDI turbidity 1 and ABCB6 inh MLPCN 93.
Screening COc1cccc(Cn2c(=O)ccc3ccccc32)c1 returned Glyco luc inh -2, m5-HT2A agonist -2, Cardio protect 6, Granule exo inh 0, ABHD5-PLIN5 inh -3, MC4R antagonist 6, MC4R barr agon 0.0, CaV13 ICDI inh -5, PDI turbidity 2 and ABCB6 inh MLPCN 84.
`CCn1c(SCC(=O)NC2CC2)nnc1-c1ccncc1` gave Glyco luc inh 1, m5-HT2A agonist 6, Cardio protect 4, Granule exo inh 0, ABHD5-PLIN5 inh 1, MC4R antagonist -2, MC4R barr agon -2.0, CaV13 ICDI inh -5, PDI turbidity 12 and ABCB6 inh MLPCN 95.
For O=C(CC(C(=O)N1CCc2ccccc21)n1ccnc1)NCC1CCCO1 (stereo unspecified) the results were Glyco luc inh 5, m5-HT2A agonist 1, Cardio protect 4, Granule exo inh -3, ABHD5-PLIN5 inh 0, MC4R antagonist 15, MC4R barr agon -0.1, CaV13 ICDI inh -2, PDI turbidity -1 and ABCB6 inh MLPCN 86.
Screening CCCC(=O)c1c[nH]c(C(=O)NCc2ccco2)c1 returned Glyco luc inh -2, m5-HT2A agonist -3, Cardio protect 6, Granule exo inh 2, ABHD5-PLIN5 inh -3, MC4R antagonist 13, MC4R barr agon -0.6, PDI turbidity -3 and ABCB6 inh MLPCN 91.
Screening CC1CCCC(NC(=O)COC(=O)/C=C/c2ccc3c(c2)OCO3)C1C (stereo unspecified) returned Glyco luc inh 1, m5-HT2A agonist 0, Cardio protect 4, Granule exo inh -7, ABHD5-PLIN5 inh -3, MC4R antagonist 5, MC4R barr agon -1.0, CaV13 ICDI inh -3, PDI turbidity -24 and ABCB6 inh MLPCN 102.
`O=C(NC1CCCc2ccccc21)c1cccc(Br)c1` (stereo unspecified) gave Glyco luc inh -6, m5-HT2A agonist -3, Cardio protect 0, Granule exo inh 1, ABHD5-PLIN5 inh 3, MC4R antagonist 17, MC4R barr agon -0.7, CaV13 ICDI inh 3, PDI turbidity -3 and ABCB6 inh MLPCN 98.
For O=C(NCCS(=O)(=O)c1ccc(Br)cc1)c1c(F)cccc1F the results were Glyco luc inh 0, m5-HT2A agonist 3, Cardio protect 0, Granule exo inh -6, ABHD5-PLIN5 inh 6, MC4R antagonist 15, MC4R barr agon 2.1, CaV13 ICDI inh -5, PDI turbidity 4 and ABCB6 inh MLPCN 97.
`COc1ccc(S(=O)(=O)NC(CC(C)C)C(=O)NC(C)c2cccs2)cc1` (stereo unspecified) gave Glyco luc inh -1, m5-HT2A agonist -3, Cardio protect 4, Granule exo inh -2, ABHD5-PLIN5 inh -10, MC4R antagonist 6, MC4R barr agon 1.4, CaV13 ICDI inh -5, PDI turbidity -1 and ABCB6 inh MLPCN 101.
CC(C)c1ccc(S(=O)(=O)N2CCN(CCC(=O)Nc3ccc(N(C)C)cc3)CC2)cc1 was read as Glyco luc inh 1, m5-HT2A agonist -5, Cardio protect -8, Granule exo inh -1, ABHD5-PLIN5 inh -4, MC4R antagonist 9, MC4R barr agon 0.0, CaV13 ICDI inh -2, PDI turbidity -13 and ABCB6 inh MLPCN 99.
`COc1ccccc1N(CC(=O)NCCSCc1ccc(C)cc1)S(=O)(=O)c1ccccc1` gave Glyco luc inh -8, m5-HT2A agonist -8, Cardio protect 7, Granule exo inh 14, ABHD5-PLIN5 inh 5, MC4R antagonist 5, MC4R barr agon 2.7, CaV13 ICDI inh -7, PDI turbidity -13 and ABCB6 inh MLPCN 85.
Screening Cc1ccc(S(=O)(=O)NC2CCCCCC2)cc1 returned Glyco luc inh -2, m5-HT2A agonist -1, Cardio protect -5, Granule exo inh -4, ABHD5-PLIN5 inh 5, MC4R antagonist -3, MC4R barr agon 1.1, CaV13 ICDI inh -4, PDI turbidity -6 and ABCB6 inh MLPCN 92.
Screening CC(=O)NC(C)C(=O)OCC(=O)c1ccc(Cl)s1 (stereo unspecified) returned Glyco luc inh 2, m5-HT2A agonist 1, Cardio protect 9, Granule exo inh 2, ABHD5-PLIN5 inh -3, MC4R antagonist 4, MC4R barr agon -1.6, CaV13 ICDI inh -4, PDI turbidity -7 and ABCB6 inh MLPCN 96.
`CCOc1ccc2[nH]c(=O)c(C(c3nnnn3CC3CCCO3)N3CCc4ccccc4C3)cc2c1` (stereo unspecified) gave Glyco luc inh -1, m5-HT2A agonist -2, Cardio protect 3, Granule exo inh -2, ABHD5-PLIN5 inh 1, MC4R antagonist 2, MC4R barr agon -0.8, CaV13 ICDI inh -5, PDI turbidity 1 and ABCB6 inh MLPCN 102.
